# Screening results deposited in PubChem by National Center for Advancing Translational Sciences (NCATS).
# ELG1 genotox – inducers of genotoxicity in HEK293T ELG1-luciferase cells; HEK293T ELG1-luciferase reporter, luminescence, 16 h; Potency, µM (top dose mostly 46 µM), inactives show at the top dose activity change, positive = activation, most hits filed as activators; 330,000 tested, 1.3% active; AID 504466; further: % of control where 0% means no effect; nearly all actives have a fitted effect of over 60% in size
#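 Luminescence read-out: rising ELG1-luciferase signal, reflecting elevated ELG1 protein under genetic stress, flags genotoxic compounds. Cells were treated for 16 hr at 37 °C before ONE-Glo detection.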
# p53 reactivation – restores transcriptional activity of mutant p53; H1299 p53-A138V BP100-luciferase reporter, luminescence, 24 h; Potency, µM (series often up to 92.2 µM), inactives show at the highest dose activity change, positive = activation, most hits filed as activators; 320,000 tested, 0.063% active; AID 504706; further: % of control where 0% means no effect; nearly all actives have a fitted effect of over 45% in size
#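 p53-null H1299 cells stably carrying temperature-sensitive p53-A138V and a BP100-luciferase reporter were pinned with compounds (4-point, 1:5 series) and held 24 hrs at 37 deg C. Luminescence was read 10 min after detection reagent.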
# MBNL1-CUG inh – inhibitors of human MBNL1 binding to CUG repeat RNA. Potency, µM (highest dose often 57.5 µM), inactives show at the highest dose activity change, negative = inhibition, hits mostly inhibitors. Q9NR56. TR-FRET MBNL1-His/biotin-(CUG)12 binding, 665/545 ratio. 280,000 tested, 0.036% active; active means well fitted inhibition curve with a large enough effect in the signal ratio, with a control signal flat, not every such curve was filed as active; inconclusive means small, poorly fitted or top-dose-only effect, or effect the other way, or a change in a side signal; inactive means no such curve, though single readings can be large or run the other way; the % refers to the signal ratio; further: on the % scale 0 is the no-effect control and ±100 the full control effect
#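 TR-FRET readout: Ex 340 nm, 665/545 nm emission ratio, normalized to buffer-only (basal) and MBNL1-(CUG)12 controls. Complex of MBNL1-His with Biotin-(CUG)12, compounds 92 nM–58 uM, incubated 60 min at room temperature.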
# RORgamma inh – blocks mouse ROR gamma transcriptional activity | P51450 | Drosophila S2 Gal4-RORgamma UAS-luciferase reporter, 20 h | Potency, µM (highest dose often 53.6 µM), without a hit: at the top dose activity change, negative = inhibition, actives largely listed as inhibitors | 310,000 tested, 5.4% active; further: on the % scale 0 is the no-effect control and ±100 the full control effect; nearly all actives have a fitted effect of over 60% in size
#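 Stable Schneider cell line, Gal4 DNA-binding domain fused to ROR gamma, UAS-luciferase. Cmpd 1 hr RT → CuSO4 700 uM final → 20 hr RT → luciferase reagent 10 min → luminescence.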
# FLuc modulator – firefly luciferase modulation, counter-screen for miR-21 project; purified FLuc, Km substrates, luminescence inhibition; Potency, µM (titrated, usually from 57.5 µM), for inactives: at the top dose activity change, negative = inhibition, actives largely listed as inhibitors; 360,000 tested, 6.9% active; AID 588342;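 further: plate controls were vehicle for no effect and reference inhibitor for full effect; nearly all actives have a fitted effect of over 55% in size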
# Target sequence (P08659 whole entry, looked up): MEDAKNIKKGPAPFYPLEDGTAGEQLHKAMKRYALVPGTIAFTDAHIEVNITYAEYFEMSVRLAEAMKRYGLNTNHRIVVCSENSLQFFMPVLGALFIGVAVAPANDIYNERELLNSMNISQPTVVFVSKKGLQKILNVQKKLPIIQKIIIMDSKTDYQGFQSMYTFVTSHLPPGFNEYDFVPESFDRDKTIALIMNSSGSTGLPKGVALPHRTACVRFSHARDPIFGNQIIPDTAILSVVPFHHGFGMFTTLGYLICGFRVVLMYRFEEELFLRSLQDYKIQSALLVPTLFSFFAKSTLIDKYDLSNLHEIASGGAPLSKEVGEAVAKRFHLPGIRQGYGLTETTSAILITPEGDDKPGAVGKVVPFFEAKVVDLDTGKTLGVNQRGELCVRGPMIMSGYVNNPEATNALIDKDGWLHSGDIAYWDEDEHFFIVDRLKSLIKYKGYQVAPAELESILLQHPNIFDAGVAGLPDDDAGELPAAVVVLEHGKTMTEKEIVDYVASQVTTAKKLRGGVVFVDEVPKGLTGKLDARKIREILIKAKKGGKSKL
#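 Purified P. pyralis luciferase (10nM final) with 10uM D-luciferin and 10uM ATP (Km levels) in 50mM Tris acetate pH 7.5, 10mM Mg acetate, 0.01% Tween-20, 0.05% BSA; qHTS 6-point titration, ~60 µM downward; luminescence read.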
# Rab9 promoter act – activates the Rab9 promoter | Huh7 Rab9 promoter-luciferase reporter, luminescence, 24 h | Potency, µM (doses to about 9.22 µM), for inactives: top-dose activation, negative = inhibition, most hits filed as activators | 320,000 tested, 2.8% active; further: % of control where 0% means no effect; nearly all actives have a fitted effect of over 60% in size
#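 Cells were plated at 1500 per well in reduced-serum medium with 10% FBS and left 2 h. Compound in DMSO was then added for 24 h at 37 °C. Reporter signal was read by luminescence after 10 min with luciferase detection reagent.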
# VP16 counter – inhibits Gal4-VP16 luciferase reporter, ROR gamma counter-screen; 310,000 tested, 3.5% active; Drosophila S2 Gal4-VP16 UAS-luciferase, luminescence, 20 h; AID 2546; Potency, µM (doses to about 53.6 µM), without a hit: at the highest dose activity, negative = inhibition, hits mostly inhibitors;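 further: Gal4-VP16 expression switched on by copper sulfate through the metallothionein promoter; on the % scale 0 is the no-effect control and ±100 the full control effect; nearly all actives have a fitted effect of over 50% in size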
# BRCA1 expr up – BRCA1 expression activation; Potency, µM (titrated, usually from 46.1 µM), for the others: at the top dose activation, actives largely listed as activators; MCF7-BRCA1-FFLuc reporter, luminescence, 48 h; response scale: scaled: vehicle 0%, 10 µM genistein 100%; AID 624202; 380,000 tested, 1.1% active; further: nearly all actives have a fitted effect of over 80% in size; some results filed as inactive show a strong effect at the top dose
#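 Luminescence from a BRCA1-driven firefly luciferase in MCF7 cells was the read-out, taken 15 min after substrate addition following 48 h compound exposure at 37 °C. Data were normalized to a 10 microM genistein control and DMSO vehicle.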
# uPA generation – inhibitors of cell surface uPA generation; cell surface uPA generation assay, qHTS; Potency, µM (doses to about 38.3 µM), without a hit: at the highest dose activity change, negative = inhibition, actives largely listed as inhibitors; 330,000 tested, 0.31% active; AID 540303; active means well fitted inhibition curve with a large enough effect; inconclusive means small, poorly fitted or top-dose-only effect; inactive means no such curve, though single readings can be large or run the other way; tested in mouse RAW 264.7 cells; further: on the % scale 0 is the no-effect control and ±100 the full control effect; nearly all actives have a fitted effect of over 55% in size
# NPC1 prom act – activates the NPC1 promoter; Huh7 NPC1 promoter luciferase reporter, 24 h; Potency, µM (highest dose often 9.22 µM), inactives show at the top dose activation, most hits filed as activators; 320,000 tested, 2.4% active;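 further: % of control where 0% means no effect; nearly all actives have a fitted effect of over 60% in size; reporter is driven by a mutant NPC1 promoter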
#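 Luminescence from an NPC1 promoter-driven luciferase reporter in stably transfected Huh7 cells was measured after 24 h compound treatment at 37 °C, followed by 10 min ambient incubation with luciferase detection reagent.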
# * marks the source's active call; other numbers are inactive results; ? = inconclusive; / = no result given; & = joins results of further samples; [ ] = another dose, or the depositor's remark. Unless noted, the call rests on the fitted dose curve; in most records, active means well fitted curve in the direction sought with a large enough effect; inconclusive means small, poorly fitted or top-dose-only effect, or another doubt; inactive means no such curve, though single readings can be large; an effect the other way counts as inactive or inconclusive. Potency means the concentration at half of the fitted maximal effect.
(1) COc1ccccc1Nc1nc(N)nc(CSC(=S)N2CCN(c3ccccc3)CC2)n1
(2) CC(=O)Nc1ccc(NC(=O)Nc2cccc(C)c2C)cc1
(3) CCCCN(C)C(=O)CC(NS(=O)(=O)c1ccc(NC(C)=O)cc1)C(C)C (stereo not drawn)
(4) CCc1nnc(NC(=O)CSc2nnc3c(n2)[nH]c2ccccc23)s1
(5) CC(OC(=O)CC1CC2CCC1C2)C(=O)Nc1ccc(C(N)=O)cc1 (stereo not drawn)
(6) C=CCOc1cccc(C2C(C(=O)c3ccco3)=C(O)C(=O)N2CCN2CCOCC2)c1 (stereo not drawn)
(7) O=C1NCCN(Cc2ccc(-c3ccccc3)cc2)C1CC(=O)N1CCN(CCO)CC1 (stereo not drawn)
(8) Cc1c(C(=O)OCCOc2ccc(Br)cc2)sc(=S)n1C

Assay by compound,1,2,3,4,5,6,7,8
ELG1 genotox,0%,3%,0%,6%,4%,2%,1%,-7%
p53 reactivation,-2%,4%,1%,1%,2%,3%,-1%,2%
MBNL1-CUG inh,/,1%,-10%,6%,/,16%,-14%,22%
RORgamma inh,-45%,10%,1%,?,/,-2%,4%,-13%
FLuc modulator,4%,-10%,-1%,4%,3%,0%,0%,-2%
Rab9 promoter act,0%,0%,3%,-7%,-5%,-6%,-12%,-11%
VP16 counter,6%,-2%,1%,-5%,/,-9%,-14%,-8%
BRCA1 expr up,-22%,2%,-20%,21%,1%,13%,6%,19%
uPA generation,9%,5%,0%,-1%,-8%,1%,0%,12%
NPC1 prom act,8%,0%,0%,1%,0%,-5%,-1%,-3%

# Limited to VP16 counter, for some of the entries so far:
entry | SMILES | VP16 counter
2 | CC(=O)Nc1ccc(NC(=O)Nc2cccc(C)c2C)cc1 | -2%
7 | O=C1NCCN(Cc2ccc(-c3ccccc3)cc2)C1CC(=O)N1CCN(CCO)CC1 (stereo not drawn) | -14%

# Rewritten bar-delimited: entries from further up
no. | compound | ELG1 genotox | p53 reactivation | MBNL1-CUG inh | RORgamma inh | FLuc modulator | Rab9 promoter act | VP16 counter | BRCA1 expr up | uPA generation | NPC1 prom act
1 | COc1ccccc1Nc1nc(N)nc(CSC(=S)N2CCN(c3ccccc3)CC2)n1 | 0% | -2% | / | -45% | 4% | 0% | 6% | -22% | 9% | 8%
2 | CC(=O)Nc1ccc(NC(=O)Nc2cccc(C)c2C)cc1 | 3% | 4% | 1% | 10% | -10% | 0% | -2% | 2% | 5% | 0%
3 | CCCCN(C)C(=O)CC(NS(=O)(=O)c1ccc(NC(C)=O)cc1)C(C)C (stereo not drawn) | 0% | 1% | -10% | 1% | -1% | 3% | 1% | -20% | 0% | 0%
4 | CCc1nnc(NC(=O)CSc2nnc3c(n2)[nH]c2ccccc23)s1 | 6% | 1% | 6% | ? | 4% | -7% | -5% | 21% | -1% | 1%
5 | CC(OC(=O)CC1CC2CCC1C2)C(=O)Nc1ccc(C(N)=O)cc1 (stereo not drawn) | 4% | 2% | / | / | 3% | -5% | / | 1% | -8% | 0%
6 | C=CCOc1cccc(C2C(C(=O)c3ccco3)=C(O)C(=O)N2CCN2CCOCC2)c1 (stereo not drawn) | 2% | 3% | 16% | -2% | 0% | -6% | -9% | 13% | 1% | -5%
7 | O=C1NCCN(Cc2ccc(-c3ccccc3)cc2)C1CC(=O)N1CCN(CCO)CC1 (stereo not drawn) | 1% | -1% | -14% | 4% | 0% | -12% | -14% | 6% | 0% | -1%
8 | Cc1c(C(=O)OCCOc2ccc(Br)cc2)sc(=S)n1C | -7% | 2% | 22% | -13% | -2% | -11% | -8% | 19% | 12% | -3%

# (continued)
(9) COC(=O)c1sc2cc(=O)n(-c3cccc(C(F)(F)F)c3)nc2c1O
(10) COc1cc2c(cc1OC)CN(C(=O)c1sc(-c3cnccn3)nc1C)CC2
(11) Cc1c(NC(=O)c2cc(=O)[nH]c(=O)[nH]2)c(=O)n(-c2ccccc2)n1C
(12) O=C(CN1C(=O)NC2(CCCC2)C1=O)Nc1ccc(S(=O)(=O)N2CCOCC2)cc1
(13) COc1ccc2oc3ccccc3c(=O)c2c1
(14) COC(=O)c1c(CSc2ccc(C)c(C)c2)noc1C(=O)NCc1ccc(OC)cc1
(15) Cc1cc(N2CCN(C)CC2)ccc1NC(=O)c1c2c(nc3ccccc13)CCN(Cc1ccccc1)C2
(16) Cc1ccc(NC(=O)C(C)Sc2nc(=O)cc(N)n2-c2ccccc2)cc1 (stereo not drawn)
(17) Cc1ccc(S(=O)(=O)N(C)C)cc1NC(=O)CSc1nc2ncc(Cl)cc2[nH]1
(18) COc1ccc(S(=O)(=O)N(CC(=O)Nc2cc(C)on2)Cc2ccccc2)cc1
(19) O=C(NCc1ccccc1)c1cc(=O)[nH]c2ccccc12

Assay by compound,9,10,11,12,13,14,15,16,17,18,19
ELG1 genotox,-1%,5%,1%,0%,-7%,-4%,23µM*,-1%,-5%,-6%,1%
p53 reactivation,6%,-2%,2%,3%,3%,-5%,26%,-1%,2%,3%,0%
MBNL1-CUG inh,?,6%,10%,-3%,-10%,1%,-3%,-2%,/,0%,7%
RORgamma inh,4%,-16%,2%[10 µM],4%,10%,14%,11µM*,34%,/,7%,4%
FLuc modulator,?,-3%,-3%,-2%,3%,-11%,-8%,-15%&-1%,?,13%,6%
Rab9 promoter act,-5%,3%,-9%,2%,0%,-3%,-32%[inhibitor],10%,2%,2%,3%
VP16 counter,-7%,-7%,-8%,-12%,-19%,-7%,11µM*,4%,/,-11%,1%
BRCA1 expr up,19%,-8%,-8%,3%,?,-31%,-32%,-10%,-20%,-27%,41%
uPA generation,2%,4%,0%,1%,-22%,-26%,-14%,2%,-1%,-3%,3%
NPC1 prom act,-6%,-3%,6%,1%,-3%,-3%,-41%[inhibitor],-1%,-1%,14%,-1%
